P. falciparum M17LAP: P. falciparum M17LAP inhibitors, primary screen, biochemical, fluorogenic H-Leu-NHMec substrate, 1536-well (AID 1619); 220,000 compounds, 0.38% hits; inhibition, % at 30 µM; hits with a dose series show IC50 in µM; recombinant M17LAP, H-Leu-NHMec fluorogenic kinetic assay; higher % means a stronger effect;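 active = compound inhibiting the enzyme by more than half at any dose during confirmatory dose-response retesting; inconclusive = strong single-dose inhibitors picked by rank but not retested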;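 also: plate controls were full reaction with DMSO carrier for no effect and no enzyme background for full effect; strong numbers were not always called active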
LYP phosphatase: PTPN22 lymphoid phosphatase activity blockers – biochemical, fluorescence intensity, uHTS (AID 1779); 290,000 compounds, 0.054% hits; recombinant LYP phosphatase, fluorescence intensity; higher % means a stronger effect; inhibition, % at 11.5 µM; hits with a dose series show IC50 in µM;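 also: plate controls were vehicle with enzyme for no effect and no enzyme for full effect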
AID2073: inhibitors of Mint1-CaV2.2 protein interaction, biochemical, HTRF (AID 2073) | 290,000 compounds, 0.19% hits | HTRF protein-protein interaction, Mint1-CaV2.2; higher % means a stronger effect | one-dose inhibition, % at 20 µM; IC50 in µM for titrated hits; in the data active = inhibition mostly above about 51%, no sharp cut-off; inconclusive = no clear call, values can overlap the other calls; inactive = mostly below about 53%; also: some results filed as inactive read as strong as hits
human PMI inhibitors: MPI inhibition at elevated mannose 6-phosphate – biochemical, fluorescence intensity, high mannose 6-phosphate, primary screen (AID 1220). 190,000 compounds, 0.66% hits. recombinant PMI enzyme, coupled fluorescence intensity; higher % means a stronger effect. inhibition, % at 20 µM; hits with a dose series show IC50 in µM
XIAP antagonists: XIAP antagonists, biochemical, IAP family, fluorescence polarization (AID 1018); XIAP BIR domain, fluorescence polarization peptide displacement; higher % means a stronger effect; displacement, % at 20 µM; hits with a dose series show IC50 in µM; 200,000 compounds, 0.007% hits; in the data active = displacement above about 50%; also: a part of the inactive calls stands beside numbers as strong as those of hits
Dynein transport: dynein cargo transport inhibition. 3617.4 mouse cells, GR-EGFP nuclear translocation imaging; test concentration mostly 20 µM; stimulated with dexamethasone, 1 µM; active compounds read low. z-score, hits read low. 220,000 compounds, 0.47% hits;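 active = plate z-score of nuclear minus cytoplasmic receptor signal below a set negative limit, without overly bright fluorescence or cell loss, cut at about -3.5 in these data, passing the limit was not always enough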;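 also: z-score of nuclear minus cytoplasmic ring GR-EGFP intensity difference per well; some compounds called inactive have numbers as strong as hits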
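Buffer or medium: tet-free, stripped-serum medium; reagent: dexamethasone at 1.0 µM final, 30 min; incubation: 48 h induction, 1 h compound, 30 min dex at 37 °C; measured by: formaldehyde fixation, Hoechst nuclear stain, 10x automated fluorescence imaging; read-out: nuclear-to-cytoplasmic GR-EGFP distribution per well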
SIAH1 antagonists: blockers of Siah-1 interaction with plectin peptide – biochemical, fluorescence polarization, rhodamine-plectin, uHTS, primary screen (AID 1817). Siah-1 / rhodamine-plectin peptide fluorescence polarization; higher % means a stronger effect. displacement, % at 20 µM; hits with a dose series show IC50 in µM. 290,000 compounds, 0.02% hits;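 active = displacement of at least 50% at 20 µM, with a fluorescence ratio check between 0.3 and a set limit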;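 also: plate controls were Siah plus tracer with DMSO for no effect and tracer alone without Siah for full effect; strong numbers were not always called active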
human PMI inhibition: MPI enzyme activity inhibition – biochemical, fluorescence intensity, coupled assay, primary screen (AID 1209); 190,000 compounds, 0.42% hits; one-dose inhibition, % at 20 µM; IC50 in µM for titrated hits; purified PMI enzyme, coupled fluorescence intensity; higher % means a stronger effect;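 also: plate controls were DMSO vehicle for no effect and wells lacking substrate for full effect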
M1AAP inhibition: P. falciparum M1AAP inhibitors, biochemical, fluorogenic H-Leu-NHMec substrate, 1536-well (AID 1445); recombinant M1AAP, H-Leu-NHMec fluorogenic kinetic assay; higher % means a stronger effect; inhibition, % at 30 µM; hits with a dose series show IC50 in µM; 220,000 compounds, 0.42% hits;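 active = primary inhibition above the hit cutoff, then over 50% inhibition at one or more dose response concentrations, cut at about 23% in these data, passing the limit was not always enough; inconclusive = conflicting primary data, or primary hits not chosen for dose response; inactive = low primary inhibition, or under 50% at every dose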;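 also: plate controls were DMSO full reaction for no effect and no enzyme background for full effect; strong numbers were not always called active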
Dynein transport cytoplasmic EGFP: recorded beside Dynein transport, whose call it bears; z-score; measured here: cytoplasmic GR-EGFP intensity; active compounds read high
Dynein transport nuclear GR-EGFP: recorded beside Dynein transport, whose call it bears; z-score; measured here: nuclear GR-EGFP intensity;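 lower value marks the stronger effect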
Dynein transport cell count: recorded beside Dynein transport, whose call it bears; z-score; measured here: cell count per field
Starred values were filed as active, the others as inactive; ? = inconclusive; · = not tested or not shown. Rule as the data show it, unless noted: active = inhibition above about 50%; inactive = the rest.

SMILES	P. falciparum M17LAP	LYP phosphatase	AID2073	human PMI inhibitors	XIAP antagonists	Dynein transport	Dynein transport cytoplasmic EGFP	Dynein transport nuclear GR-EGFP	Dynein transport cell count	SIAH1 antagonists	human PMI inhibition	M1AAP inhibition
CCc1[nH]nc2c1C1(CCN(C(=O)OCc3ccccc3)CC1)C(C#N)=C(N)O2	74.0%	2.1%	-7.8%	-10.3%	-4.6%	0.281	-0.292	-0.677	1.24	-2.3%	-7.5%	-6.8%
COCc1[nH][nH]c(=O)c1C=Nc1ccc(Cl)cc1	7.7%	0.3%	6.6%	10.8%	-8.9%	-0.855	0.257	-0.107	0.233	4.0%	7.7%	4.8%
O=c1c(-c2ccc(Oc3ccccc3)cc2)[n+]([O-])c2ccccc2n1OCc1ccccn1	-9.8%	-2.9%	0.4%	9.3%	-7.7%	-0.43	-0.214	-0.129	0.699	-4.2%	12.3%	-4.0%
CCOC(=O)c1c(C)[nH]c(C)c1C(=O)COC(=O)[C@@H](NC(=O)c1ccccc1OCC)C(C)C	9.6%	-3.7%	-4.3%	12.0%	-7.0%	0.859	-0.22	0.916	-0.0415	-4.2%	11.5%	0.4%
CC(C)(C)NC(=O)CSc1nnc(NC(=O)CCn2cnc3ccccc3c2=O)s1	5.8%	2.7%	4.4%	5.0%	-1.1%	-0.197	-0.26	-0.0885	1.38	-1.3%	3.9%	-6.5%
CC(C)(C)c1cc(-n2ccnc2)n2ncc(-c3ccc(Cl)cc3)c2n1	-8.3%	-7.2%	6.7%	-0.7%	-5.9%	-0.188	0.0478	-0.276	0.445	-6.9%	11.4%	-2.6%
CCC(C)NC(=O)c1c(N)n(/N=C/c2cccs2)c2nc3ccccc3nc12 (stereo unspecified)	-1.4%	6.3%	15.3%	37.5%	-9.4%	-0.322	-0.184	-0.388	0.217	-2.6%	14.6%	1.9%
NC(=O)CSc1nnc(-c2ccccc2Br)n1-c1cccc(C(F)(F)F)c1	-5.6%	-2.4%	0.1%	2.1%	3.0%	0.801	-0.262	0.563	-0.487	-3.3%	6.6%	3.5%
N#Cc1nc(COc2ccc(Br)cc2)oc1N1CCCCCC1	13.4%	5.9%	-1.8%	4.2%	-4.4%	0.128	0.519	0.362	-0.43	2.3%	4.6%	14.9%
COc1cccc(C2N(c3ccc(Cl)c(Cl)c3)C(=O)C3CCCN32)c1OC (stereo unspecified)	-9.7%	1.4%	1.5%	3.1%	-1.9%	-0.689	-0.0567	-0.341	0.63	1.4%	3.6%	-1.0%
CC(C)OP(=O)(c1ccc(N(C)C)cc1)C(Nc1ccccc1)c1ccccc1 (stereo unspecified)	-5.2%	3.5%	-3.2%	·	·	-0.286	-0.241	-0.0408	0.147	3.4%	·	-0.3%
O=C(NNC1CC(=O)N(c2ccc3c(c2)OCCO3)C1=O)c1ccccc1 (stereo unspecified)	1.1%	-8.7%	13.0%	-2.0%	-2.4%	4.08	0.0834	2.54	-2.86	-1.9%	7.3%	9.6%
CCS(=O)(=O)n1nc(-c2ccc(OC)cc2)nc1N	-2.3%	-4.3%	0.3%	-3.3%	-7.9%	-0.177	-0.199	-0.405	0.0106	-4.2%	-2.0%	10.5%
CCOc1cc(/C=C2\SC(=Nc3ccc(F)cc3)N(c3ccc(F)cc3)C2=O)ccc1OCC(=O)O	42.8%	12.0%	-2.4%	16.3%	-6.0%	-0.234	-0.193	-0.164	0.17	-3.1%	22.5%	16.8%
Clc1ccc(Cn2ncc3c(NCc4ccccc4)ncnc32)cc1	-8.4%	-0.8%	-8.0%	10.4%	-6.9%	-0.969	-0.196	-0.464	0.483	1.1%	9.7%	-5.6%
O=C(C1CC(c2ccccc2O)=NO1)N1CCCCC1 (stereo unspecified)	-1.1%	-1.4%	39.4%	13.9%	-22.3%	-0.809	-0.21	-0.102	0.616	-3.8%	17.4%	1.8%
CCCOc1ccc(N2C(=O)CC(S/C(N)=N/N=C(\C)c3cccs3)C2=O)cc1 (stereo unspecified)	-17.2%	-5.2%	-4.4%	0.9%	-4.4%	0.0596	-0.184	-0.285	-0.511	-0.3%	3.5%	-5.8%
O=C(Nc1ccc(F)cc1F)N1CCCN(c2ccc(C(F)(F)F)cn2)CC1	-8.2%	-5.6%	5.8%	·	·	-0.35	-0.212	0.14	-0.374	-1.2%	·	4.7%
O=[N+]([O-])c1ccc(-c2cnc(NO)nc2)cc1	39.8%	-3.6%	-17.0%	14.4%	-1.0%	-0.217	-0.288	0.0691	1.16	7.5%	24.7%	9.5%
Cc1ccc(NC(=S)NC2CCN(Cc3ccccc3)CC2)c(C)c1	-2.8%	-3.2%	-2.9%	-2.5%	-0.5%	1.19	-0.129	0.686	-0.883	3.5%	0.0%	4.5%
Cc1ccc(/C=C/C(=O)Nc2ccc(O)c3c(=O)cc(-c4ccccc4Cl)oc23)cc1	6.3%	-5.5%	13.0%	·	·	0.433	-0.76	0.338	-0.473	12.6%	·	8.8%
CCn1c(SCC(=O)N2CCCc3ccccc32)nc2ccccc2c1=O	7.2%	-1.0%	4.0%	8.1%	-0.4%	-0.315	-0.295	-0.11	0.0925	-3.1%	5.4%	8.6%
CC(=O)Nc1cccc(-c2nc3ccc(NC(C)=O)cc3[nH]2)c1	-74.1%	-12.1%	19.5%	-6.6%	-2.9%	0.984	-0.123	0.954	-1.66	-1.9%	-3.4%	1.8%
COc1ccc(C2CC(=O)N3CN(c4ccccc4F)CSC3=C2C#N)cc1OC (stereo unspecified)	14.9%	-5.6%	79.9%	-0.4%	-1.9%	-0.0303	-0.269	0.11	0.416	2.0%	34.9%	13.7%
CCOC(=O)c1nnn(-c2nonc2N)c1-c1ccc(OCC)cc1	13.6%	-0.7%	-0.7%	8.1%	-0.8%	0.0746	-0.339	0.337	0.211	4.1%	5.8%	4.1%
Cc1ccccc1CN(c1ccc(C(=O)N2CCCC2)cc1)S(C)(=O)=O	8.6%	-4.8%	3.8%	4.7%	-7.4%	1.35	-0.196	0.68	-0.528	-3.2%	2.8%	16.1%
O=C(/C=C/C=C/c1ccccc1)c1ccco1	7.9%	2.3%	16.6%	·	·	-4.33*	0.584*	-2.34*	0.811*	7.9%	·	8.1%
O=C(NCCCN1CCOCC1)c1cc2cc(Br)ccc2oc1=O	3.5%	-2.4%	4.6%	2.5%	-5.1%	-0.949	-0.198	-0.183	0.244	0.1%	1.4%	4.3%
COc1ccc(C(=O)Nc2ccc([N+](=O)[O-])cn2)c(OC)c1	1.3%	-7.1%	-4.5%	-6.9%	-2.1%	0.481	-0.227	0.533	-0.658	1.7%	2.7%	-0.8%
CC(CN1CCOCC1)C(=O)O (stereo unspecified)	-6.2%	-5.7%	-4.1%	-15.5%	-1.1%	0.651	-0.201	0.433	-0.392	6.7%	-20.7%	-0.2%

An excerpt of these results, with values ahead of the structure:
| P. falciparum M17LAP | LYP phosphatase | AID2073 | human PMI inhibitors | XIAP antagonists | Dynein transport | Dynein transport cytoplasmic EGFP | Dynein transport nuclear GR-EGFP | Dynein transport cell count | SIAH1 antagonists | human PMI inhibition | M1AAP inhibition | compound |
| --- | --- | --- | --- | --- | --- | --- | --- | --- | --- | --- | --- | --- |
| 13.6% | -0.7% | -0.7% | 8.1% | -0.8% | 0.0746 | -0.339 | 0.337 | 0.211 | 4.1% | 5.8% | 4.1% | CCOC(=O)c1nnn(-c2nonc2N)c1-c1ccc(OCC)cc1 |
| -5.2% | 3.5% | -3.2% | · | · | -0.286 | -0.241 | -0.0408 | 0.147 | 3.4% | · | -0.3% | CC(C)OP(=O)(c1ccc(N(C)C)cc1)C(Nc1ccccc1)c1ccccc1 (stereo unspecified) |

Next section.
SMILES	P. falciparum M17LAP	LYP phosphatase	AID2073	human PMI inhibitors	XIAP antagonists	Dynein transport	Dynein transport cytoplasmic EGFP	Dynein transport nuclear GR-EGFP	Dynein transport cell count	SIAH1 antagonists	human PMI inhibition	M1AAP inhibition
OC(CNCc1ccc2c(c1)OCO2)COc1ccccc1 (stereo unspecified)	-0.6%	-10.7%	42.3%	·	·	-0.155	-0.0601	0.464	0.219	3.5%	·	1.9%
COc1ccc(C)cc1NC(=O)CNC(=O)Cn1ccc2ccccc2c1=O	7.3%	-0.5%	2.7%	-11.6%	-9.1%	0.428	-0.174	0.392	1.98	-0.4%	-13.8%	9.8%
CCOc1ccc(NC(=O)CS(=O)(=O)c2cn(C)c3ccccc23)cc1	7.6%	-4.3%	-0.3%	18.1%	-2.9%	0.386	-0.226	0.281	-0.0798	2.8%	16.1%	7.3%
Cc1cc(=O)oc2cc(OCC(=O)OCC(=O)Nc3ccccc3F)ccc12	-12.4%	-1.3%	5.9%	-2.3%	-1.2%	0.24	-0.165	0.2	0.57	-2.7%	-19.7%	5.4%
CCCCC(=O)N1CCCC(c2nc3c(nnn3Cc3cc(C)ccc3C)c(=O)[nH]2)C1 (stereo unspecified)	-4.5%	-7.2%	16.0%	4.4%	-0.4%	-0.444	-0.16	-0.199	0.313	-4.4%	3.0%	8.9%
Cc1ccc(C(=O)NCC(=O)OCC(=O)NC2CCS(=O)(=O)C2)cc1C (stereo unspecified)	2.9%	-1.6%	-6.3%	-6.7%	1.3%	-0.106	-0.229	0.602	-0.361	0.0%	-0.5%	-0.8%
Cc1ccccc1/C=N\NC(=O)c1csnn1	29.9%	5.3%	14.4%	-6.7%	-3.7%	-3.05	0.0561	-1.06	0.217	0.3%	-1.2%	1.9%
O=C1/C(=C\c2ccccn2)SC(=S)N1c1ccc(S(=O)(=O)Nc2nccs2)cc1	-8.9%	0.2%	?	·	·	0.731	-0.249	0.676	-0.508	8.3%	·	12.1%
O=C1C/C(=C\c2c(F)cccc2Cl)N2CCC1CC2	4.0%	-9.8%	9.7%	-5.6%	-7.6%	0.446	-0.203	0.222	-0.409	-4.6%	-14.0%	-0.4%
COc1cc(OC)c(C2=NOC(C(=O)O)C2)cc1Cl (stereo unspecified)	15.9%	-0.2%	26.9%	2.9%	-2.1%	0.204	-0.225	0.275	-0.0799	-3.4%	7.8%	1.7%
